Screening data: PubChem, several laboratories
MOR-DOR inv ag = inverse agonists of MOR-DOR heterodimerization, primary screen, cell-based, luminescence; AID 504357, 2011; Mu-type opioid receptor (Homo sapiens) + Delta-type opioid receptor (Homo sapiens), …; cell-based MOR-DOR heterodimer luminescence, inverse agonism; inhibition, % at 9.3 µM; hit rate 0.21% among 340,000; in the data active means inhibition above about 22%, passing the limit was not always enough;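 further: 0% = cells with DMSO and 100% = wells without cells with DMSO; values of inactives mirror those of a sister screen read the other way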
PKA-R1A activ = activators of PKA-R1A holoenzyme, primary screen, biochemical, fluorescence polarization, Cy5-IP20, bovine R1A, mouse PKAc. cAMP-dependent protein kinase type I-alpha regulatory subunit (Bos taurus) + …. PKA-R1A dissociation; scaled: DMSO 0%, 113 µM cGMP 100%. activation, % at 11.4 µM. hit rate 0.083% among 340,000;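 active means percent activation above the mean of all tested compounds plus 3 SD, cut at about 19% in these data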;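 further: higher means more PKAc released from R1A so a rise in polarization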
HTR5A ag ctr = HTR5A agonists in luminescence cell assay, primary screen, counter-screen for OPRM1-OPRD1 heterodimer agonist project, full-deck HTS | 5-hydroxytryptamine receptor 5A (Homo sapiens), P47898 | cell-based | activation, % at 9.3 µM | hit rate 0.61% among 340,000 | AID 504692, 2011; in the data active means activation mostly above about 9.5%, no sharp cut-off; inactive means mostly below about 7.6%;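 further: 0% = cells with vehicle only and 100% = reference agonist; strong numbers were not always called active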
PfHsp90 yeast 2 = growth inhibition of PfHsp90-expressing yeast, primary screen, antimalarial PfHsp90 inhibitor project, S. cerevisiae, BacTiter-Glo luminescence, single point, set 2; BacTiter-Glo ATP, 48 h; yeast lacking PDR1 and PDR3 efflux regulators; inhibition, % at 9.4 µM; hit rate 0.32% among 310,000; AID 504621, 2011;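 active means every replicate shows inhibition above about 80%, whatever the replicate mean, limit read from the data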;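 further: 0% = DMSO neutral controls and 100% = 20 µM radicicol positive controls; yeast relying on Plasmodium falciparum Hsp90 in place of its own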
Pemphigus Ab inh = inhibitors of pemphigus antibody binding to DSG3, primary screen, biochemical, bead-based, flow cytometry, scFv-GFP; DSG3-coupled beads, scFv-anti-DSG3-GFP binding; active compounds read low; binding (percent of control), % at 10 µM; hit rate 0.48% among 310,000; AID 588358, 2011;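 active means binding more than 3 SD below its plate's average and above zero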;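 further: hits lower antibody fragment binding to DSG3; some compounds called inactive have numbers as strong as hits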
Target sequence (P32926 whole entry, looked up, the tested form may be a part): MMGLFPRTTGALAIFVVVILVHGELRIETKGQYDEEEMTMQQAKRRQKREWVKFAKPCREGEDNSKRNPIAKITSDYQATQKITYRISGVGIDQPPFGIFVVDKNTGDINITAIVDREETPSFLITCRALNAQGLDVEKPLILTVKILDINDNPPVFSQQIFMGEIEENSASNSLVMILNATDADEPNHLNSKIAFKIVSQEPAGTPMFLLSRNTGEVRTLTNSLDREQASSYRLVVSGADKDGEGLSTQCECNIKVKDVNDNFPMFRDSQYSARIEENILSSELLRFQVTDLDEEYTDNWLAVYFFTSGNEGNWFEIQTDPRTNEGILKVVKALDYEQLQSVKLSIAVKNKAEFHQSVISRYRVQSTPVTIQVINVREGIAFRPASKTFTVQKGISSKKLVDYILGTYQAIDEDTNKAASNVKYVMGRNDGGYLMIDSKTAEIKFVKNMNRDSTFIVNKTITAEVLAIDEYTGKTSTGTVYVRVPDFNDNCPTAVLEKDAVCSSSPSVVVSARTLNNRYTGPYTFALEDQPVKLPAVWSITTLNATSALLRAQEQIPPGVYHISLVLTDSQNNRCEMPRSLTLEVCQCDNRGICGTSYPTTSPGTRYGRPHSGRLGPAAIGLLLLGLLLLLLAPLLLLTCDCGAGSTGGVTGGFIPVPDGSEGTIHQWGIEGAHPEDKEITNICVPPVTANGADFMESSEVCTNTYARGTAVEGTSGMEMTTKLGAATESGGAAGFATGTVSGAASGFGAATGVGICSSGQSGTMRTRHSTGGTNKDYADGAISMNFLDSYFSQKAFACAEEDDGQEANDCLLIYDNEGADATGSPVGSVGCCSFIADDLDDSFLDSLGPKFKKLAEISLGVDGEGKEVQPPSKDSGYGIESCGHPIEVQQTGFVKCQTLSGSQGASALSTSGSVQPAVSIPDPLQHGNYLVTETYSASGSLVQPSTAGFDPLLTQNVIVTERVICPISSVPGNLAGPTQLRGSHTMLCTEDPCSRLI
SUMO Mot1 rescue = yeast Mot1-301 growth rescue at high temperature, primary screen, SUMOylation pathway inhibitor project, S. cerevisiae, ATP luminescence, 38.5C; hit rate 1% among 320,000; growth rescue, % at 18.8 µM; S. cerevisiae Mot1-301 growth rescue; percent above DMSO median, 100 means doubled;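 active means every valid replicate shows activation above 250% relative to neutral control wells; inactive means the rest, any valid replicate at or below 250%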;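 further: OY570 slx delta 5 strain wells were the positive control but not used for scaling; some compounds called inactive have numbers as strong as hits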
HTR5A inv ag = HTR5A inverse agonists in luminescence cell assay, primary screen, counter-screen for OPRM1-OPRD1 heterodimer inverse agonist project, full-deck HTS; hit rate 0.083% among 340,000; 5-hydroxytryptamine receptor 5A (Homo sapiens), P47898; HTR5A cell line, inverse agonism; inhibition, % at 9.3 µM; in the data active means inhibition mostly above about 23%, no sharp cut-off; inactive means mostly below about 18%;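 further: 0% = cells with DMSO and 100% = no-cell wells with DMSO; some compounds called inactive have numbers as strong as hits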
phage Ecoli inh = growth loss of phage-infected E. coli, primary screen, RecBCD inhibitor project, absorbance, with phage, HTS. inhibition, % at 11.9 µM. hit rate 0.26% among 360,000. AID 651602, 2012; in the data active means inhibition above about 11%
OPRM1-OPRD1 ag = agonists of OPRM1-OPRD1 heterodimerization, primary screen, cell-based, luminescence; Mu-type opioid receptor (Homo sapiens) + Delta-type opioid receptor (Homo sapiens), …; cells; activation, % at 9.3 µM; hit rate 0.3% among 340,000; AID 504326, 2011; in the data active means activation above about 18%;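 further: 0% = vehicle-treated cells and 100% = reference agonist; values of inactives mirror those of a sister screen read the other way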
AddAB inh = growth inhibition of E. coli expressing H. pylori AddAB, primary screen, AddAB inhibitor project, absorbance; inhibition, % at 11.9 µM; hit rate 0.29% among 330,000; AID 435030, 2010; in the data active means inhibition above about 12%;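 further: 0% = vehicle wells of infected cells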
E coli growth = E. coli V3065 growth inhibition, primary screen, counter-screen for AddAB inhibitor project, absorbance, OD600; 18 h; inhibition, % at 11.9 µM; hit rate 0.27% among 330,000; AID 449728, 2010;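 active means inhibition above the campaign's mean inhibition across all tested compounds plus 3 SD, cut at about 9.9% in these data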;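 further: uninfected addAB+ strain grown without phage in ampicillin broth; 0% = DMSO wells and 100% = ciprofloxacin 0.95 µg/ml wells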
* = called active by the depositor.

How did COC(=O)c1ccc(NC(=O)C[n+]2ccccc2C)cc1 do in these assays?
MOR-DOR inv ag: 7; PKA-R1A activ: -4; HTR5A ag ctr: 2; PfHsp90 yeast 2: -9; Pemphigus Ab inh: 116; SUMO Mot1 rescue: 158; HTR5A inv ag: -7; phage Ecoli inh: 1.6; OPRM1-OPRD1 ag: -1.4

Results for CC(=O)NCCC(=O)Nc1nc(-c2cccs2)c(-c2cccs2)s1 ?
MOR-DOR inv ag: 13; PKA-R1A activ: -8; HTR5A ag ctr: 0; PfHsp90 yeast 2: -26; Pemphigus Ab inh: 101; SUMO Mot1 rescue: 10; HTR5A inv ag: 0; phage Ecoli inh: 0.9; OPRM1-OPRD1 ag: -2.4; AddAB inh: 6.5; E coli growth: 1.0

Results for O=C(COC(=O)C1CC2CCCC(C1)C2=O)NNC(=O)c1ccccc1F (configuration not stated) ?
MOR-DOR inv ag: -7; PKA-R1A activ: 3; HTR5A ag ctr: -2; Pemphigus Ab inh: 116; SUMO Mot1 rescue: 42; HTR5A inv ag: 4; phage Ecoli inh: 4.2; OPRM1-OPRD1 ag: 1.2; AddAB inh: 1.7; E coli growth: 1.1

What do the screens show for `COc1ccc2c(c1)C=CC1(O2)N(CCO)c2ccccc2C1(C)C` (configuration not stated)?
MOR-DOR inv ag: -11; PKA-R1A activ: 1; HTR5A ag ctr: 7; PfHsp90 yeast 2: 5; Pemphigus Ab inh: 109; SUMO Mot1 rescue: -6; HTR5A inv ag: -8; OPRM1-OPRD1 ag: 2.2; AddAB inh: 3.1; E coli growth: 0.6

What do the screens show for `Cc1c(-c2nnc(SCC(=O)O)n2-c2ccccc2Br)nnn1-c1ccccc1`?
MOR-DOR inv ag: 2; PKA-R1A activ: -9; HTR5A ag ctr: 3; PfHsp90 yeast 2: 6; SUMO Mot1 rescue: 8; HTR5A inv ag: -5; phage Ecoli inh: 0.7; OPRM1-OPRD1 ag: -0.4; AddAB inh: 3.7; E coli growth: 0.1

Results for O=C(/C=C/Nc1ccc(F)c(Cl)c1)c1ccco1 ?
MOR-DOR inv ag: -4; PKA-R1A activ: -17; HTR5A ag ctr: -5; PfHsp90 yeast 2: 5; Pemphigus Ab inh: 103; SUMO Mot1 rescue: -3; HTR5A inv ag: -7; phage Ecoli inh: 3.6; OPRM1-OPRD1 ag: 0.7; AddAB inh: 2.2; E coli growth: 1.0

Results for CCCn1c(SCC(=O)N2c3ccccc3CCc3ccccc32)nc2c1c(=O)n(C)c(=O)n2C ?
MOR-DOR inv ag: 6; PKA-R1A activ: -7; HTR5A ag ctr: 1; PfHsp90 yeast 2: 4; Pemphigus Ab inh: 105; SUMO Mot1 rescue: -6; HTR5A inv ag: -6; phage Ecoli inh: 1.6; OPRM1-OPRD1 ag: -1.0; AddAB inh: 2.8; E coli growth: -0.9

What do the screens show for `C=CCOc1ccc(Br)cc1CNCCCN1CCOCC1`?
MOR-DOR inv ag: 7; PKA-R1A activ: 10; HTR5A ag ctr: 1; PfHsp90 yeast 2: 14; Pemphigus Ab inh: 102; SUMO Mot1 rescue: 79; HTR5A inv ag: 1; phage Ecoli inh: 1.7; OPRM1-OPRD1 ag: -1.6; AddAB inh: 4.5; E coli growth: -1.9

What do the screens show for `COP(=O)(OC)C(Nc1ccc(C)cc1)c1ccc(Br)cc1` (configuration not stated)?
MOR-DOR inv ag: 10; PKA-R1A activ: 4; HTR5A ag ctr: -3; PfHsp90 yeast 2: -12; Pemphigus Ab inh: 115; HTR5A inv ag: 11; phage Ecoli inh: 1.5; OPRM1-OPRD1 ag: -2.0

What do the screens show for `CC(=O)Nc1ccc(NC(=O)C(C)OC(=O)C2(c3ccc(F)cc3)CCCC2)cc1` (configuration not stated)?
MOR-DOR inv ag: 6; PKA-R1A activ: -4; HTR5A ag ctr: -1; PfHsp90 yeast 2: 12; Pemphigus Ab inh: 105; SUMO Mot1 rescue: 3; HTR5A inv ag: 18; phage Ecoli inh: 3.4; OPRM1-OPRD1 ag: -1.2; AddAB inh: 3.6; E coli growth: -2.4

What do the screens show for `O=C1c2ccc([N+](=O)[O-])cc2C(=O)N1Cc1cccnc1`?
MOR-DOR inv ag: 2; PKA-R1A activ: 8; HTR5A ag ctr: 6; PfHsp90 yeast 2: -9; Pemphigus Ab inh: 118; SUMO Mot1 rescue: -11; HTR5A inv ag: -22; phage Ecoli inh: -1.9; OPRM1-OPRD1 ag: -0.4; AddAB inh: 0.2; E coli growth: 1.8

How did O=S(=O)(c1ccc2ccccc2c1)N1CCN(CCO)CC1 do in these assays?
MOR-DOR inv ag: 10; PKA-R1A activ: -1; HTR5A ag ctr: -1; PfHsp90 yeast 2: -4; Pemphigus Ab inh: 91; SUMO Mot1 rescue: 3; HTR5A inv ag: 2; phage Ecoli inh: 4.7; OPRM1-OPRD1 ag: -2.1; AddAB inh: 0.9; E coli growth: 2.9

Results for CCOc1nc(OCC)c2[nH]c(C(=O)O)c(Br)c2n1 ?
MOR-DOR inv ag: -1; PKA-R1A activ: -3; HTR5A ag ctr: -1; PfHsp90 yeast 2: 3; HTR5A inv ag: 5; phage Ecoli inh: 1.3; OPRM1-OPRD1 ag: 0.3

Results for COc1ccccc1-c1cc(C(=O)Nc2c(F)cc(F)cc2Br)no1 ?
MOR-DOR inv ag: -9; PKA-R1A activ: -4; HTR5A ag ctr: 2; PfHsp90 yeast 2: -3; Pemphigus Ab inh: 100; SUMO Mot1 rescue: 0; HTR5A inv ag: 4; phage Ecoli inh: 1.2; OPRM1-OPRD1 ag: 1.6; AddAB inh: 2.1; E coli growth: 1.5

What do the screens show for `O=C(COc1ccc2c(-c3ccccc3)cc(=O)oc2c1)NCCCn1ccnc1`?
MOR-DOR inv ag: 7; PKA-R1A activ: 0; HTR5A ag ctr: 3; PfHsp90 yeast 2: -25; SUMO Mot1 rescue: -11; HTR5A inv ag: 21; phage Ecoli inh: 2.8; OPRM1-OPRD1 ag: -1.5; AddAB inh: 3.0; E coli growth: -0.2

What do the screens show for `COc1ccc(OCCCC(=O)Nc2nccs2)cc1`?
MOR-DOR inv ag: 6; PKA-R1A activ: 6; HTR5A ag ctr: -1; PfHsp90 yeast 2: 7; SUMO Mot1 rescue: -6; HTR5A inv ag: 2; phage Ecoli inh: 3.2; OPRM1-OPRD1 ag: -1.1; AddAB inh: 0.0; E coli growth: 1.5

What do the screens show for `COC(=O)c1cccc(NC(=O)Cn2cnc3c2c(=O)n(C)c(=O)n3C)c1`?
PKA-R1A activ: -4; PfHsp90 yeast 2: 4; Pemphigus Ab inh: 99; SUMO Mot1 rescue: -6; phage Ecoli inh: 0.5; AddAB inh: -4.0; E coli growth: -3.0

How did CC12CCC(=O)N1C(C(=O)NNC(=O)c1ccc(Cl)cc1)CS2 (configuration not stated) do in these assays?
MOR-DOR inv ag: -10; PKA-R1A activ: -4; HTR5A ag ctr: -1; PfHsp90 yeast 2: 6; Pemphigus Ab inh: 94; SUMO Mot1 rescue: -3; HTR5A inv ag: 3; phage Ecoli inh: 2.1; OPRM1-OPRD1 ag: 1.9; AddAB inh: 2.8; E coli growth: 1.1

What do the screens show for `Cc1ccc(C2C3=C(CC(C)(C)CC3=O)OC3=C2C(=O)CC(C)(C)C3)cc1`?
MOR-DOR inv ag: 5; PKA-R1A activ: -6; HTR5A ag ctr: 7; PfHsp90 yeast 2: 30; Pemphigus Ab inh: 111; SUMO Mot1 rescue: 25; HTR5A inv ag: -21; phage Ecoli inh: 2.2; OPRM1-OPRD1 ag: -0.6; AddAB inh: 1.2; E coli growth: 1.2

How did Nc1c(C(=O)CCC(=O)O)oc2ccc(Cl)cc12 do in these assays?
MOR-DOR inv ag: 9; PKA-R1A activ: -1; HTR5A ag ctr: 1; PfHsp90 yeast 2: 31; Pemphigus Ab inh: 97; SUMO Mot1 rescue: 7; HTR5A inv ag: -19; phage Ecoli inh: 1.5; OPRM1-OPRD1 ag: -1.6; AddAB inh: 1.7; E coli growth: -1.3

How did CCOc1ccc(NC(=O)COC(=O)C2(C)CC2(Cl)Cl)c([N+](=O)[O-])c1 (configuration not stated) do in these assays?
MOR-DOR inv ag: -34; PKA-R1A activ: -11; HTR5A ag ctr: 3; PfHsp90 yeast 2: -9; Pemphigus Ab inh: 91; SUMO Mot1 rescue: 11; HTR5A inv ag: -8; phage Ecoli inh: 1.8; OPRM1-OPRD1 ag: 6.5; AddAB inh: 2.4; E coli growth: 0.9

Results for C/C(=N\NC(=S)NCc1ccccc1)c1ccc2ccccc2c1 ?
MOR-DOR inv ag: -31; PKA-R1A activ: 3; HTR5A ag ctr: 4; PfHsp90 yeast 2: -41; Pemphigus Ab inh: 102; SUMO Mot1 rescue: -4; HTR5A inv ag: -7; phage Ecoli inh: 1.7; OPRM1-OPRD1 ag: 4.6; AddAB inh: 4.6; E coli growth: 1.5

Results for CCOc1cc(NC(=S)NCCCOC)c(OCC)cc1NC(=O)c1ccco1 ?
MOR-DOR inv ag: -9; PKA-R1A activ: 1; HTR5A ag ctr: 6; PfHsp90 yeast 2: -6; Pemphigus Ab inh: 117; SUMO Mot1 rescue: -6; HTR5A inv ag: -35; phage Ecoli inh: 0.6; OPRM1-OPRD1 ag: 1.6; AddAB inh: 4.4; E coli growth: -1.2

Results for Cc1ccc(S(=O)(=O)N2CCOCC2)cc1C(=O)OC(C)C(=O)c1ccccc1 (configuration not stated) ?
MOR-DOR inv ag: -1; PKA-R1A activ: 5; HTR5A ag ctr: 0; PfHsp90 yeast 2: 21; Pemphigus Ab inh: 104; SUMO Mot1 rescue: 21; HTR5A inv ag: -1; phage Ecoli inh: 3.8; OPRM1-OPRD1 ag: 0.2; AddAB inh: -4.8; E coli growth: -3.0

What do the screens show for `CC1=C(C(=O)OCc2ccccc2)C(c2ccccc2-c2ccccc2)NC(=O)N1CCCCCC(=O)O` (configuration not stated)?
MOR-DOR inv ag: 10; PKA-R1A activ: -4; HTR5A ag ctr: 5; PfHsp90 yeast 2: 6; Pemphigus Ab inh: 96; SUMO Mot1 rescue: 29; HTR5A inv ag: 4; phage Ecoli inh: 2.4; OPRM1-OPRD1 ag: -1.8; AddAB inh: 0.0; E coli growth: -0.9

How did COc1cc([N+](=O)[O-])cc2sc(NC(=O)C3CC3)nc12 do in these assays?
MOR-DOR inv ag: 10; PKA-R1A activ: -8; HTR5A ag ctr: -2; PfHsp90 yeast 2: 0; Pemphigus Ab inh: 90; SUMO Mot1 rescue: -26; HTR5A inv ag: 39; phage Ecoli inh: 4.5; OPRM1-OPRD1 ag: -1.9; AddAB inh: 1.9; E coli growth: 3.4
